Bioassay records: PubChem BioAssay, several laboratories
Mac1 fbg enh: enhancers of CD11b/CD18 adhesion to fibrinogen, primary screen, K562 cells, luminescence; activation, % at 10 µM; ATPlite luminescence; Integrin beta-2 (Homo sapiens) + Integrin alpha-M (Homo sapiens), P05107+P11215; 0.07% of 93,000 active;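 active = 10 µM primary screen giving 50% or more activity, confirmed by 40% or more on retest at that dose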; note: strong numbers were not always called active; reference of the scale not given here
MT1-MMP txn act: MT1-MMP promoter reporter activation – cell-based, luciferase luminescence, primary screen; HT1080 MT1-MMP promoter luciferase reporter, overnight; stronger effect = higher value; activation factor at 10 µM; 0.16% of 86,000 active; AID 750, 2007;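 active = activation factor of at least 2 for MT1-MMP transcription at 10 µM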
CD11b adhes inh: inhibitors of CD11b/CD18 adhesion to fibrinogen, primary screen, K562 cells, luminescence. Integrin beta-2 (Homo sapiens) + Integrin alpha-M (Homo sapiens), P05107+P11215. ATPlite luminescence; Mn2+ added to activate the integrin. 0.54% of 93,000 active. inhibition, % at 10 µM;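 active = primary inhibition of 50% or more at 10 µM, then 40% or more on retest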; note: some results filed as inactive read as strong as hits
PLAP activator: PLAP enzyme activators, biochemical, luminescence, HTS; purified PLAP enzyme, luminescent substrate read-out; stronger effect = higher value; activation fold at 20 µM; 1.2% of 96,000 active; in the data active = activation fold above about 2
Target sequence (P05187 whole entry, looked up): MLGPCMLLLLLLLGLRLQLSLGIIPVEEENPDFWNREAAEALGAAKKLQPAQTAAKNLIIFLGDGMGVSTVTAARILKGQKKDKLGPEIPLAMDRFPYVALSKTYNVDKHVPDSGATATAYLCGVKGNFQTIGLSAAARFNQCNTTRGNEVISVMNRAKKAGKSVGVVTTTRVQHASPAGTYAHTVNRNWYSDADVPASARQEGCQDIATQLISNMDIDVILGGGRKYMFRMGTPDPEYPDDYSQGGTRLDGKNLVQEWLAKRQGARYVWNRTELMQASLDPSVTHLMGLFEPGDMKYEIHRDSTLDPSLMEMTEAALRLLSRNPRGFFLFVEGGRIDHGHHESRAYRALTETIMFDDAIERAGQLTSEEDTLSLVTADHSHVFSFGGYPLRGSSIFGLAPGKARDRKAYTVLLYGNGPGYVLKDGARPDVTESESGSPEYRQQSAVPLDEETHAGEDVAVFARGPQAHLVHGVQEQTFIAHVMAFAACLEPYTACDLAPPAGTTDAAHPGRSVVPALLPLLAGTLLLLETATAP
ERb coact inh: inhibitors of ERβ-SRC1 coactivator interaction, primary screen, biochemical, TR-FRET, ERβ LBD, SRC-1 peptide; TR-FRET ER-beta LBD / SRC1-Cy5 peptide binding; receptor agonist-loaded with 1 µM estradiol; inhibition, % at 25.6 µM; 1.3% of 86,000 active; AID 633, 2007;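 active = compounds whose percent inhibition of the receptor-coactivator binding signal exceeds about 50% in the single-dose screen, limit read from the data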;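 note: 0% = receptor plus peptide wells without compound and 100% = peptide-only wells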
Target sequence (Q92731 whole entry, looked up, the tested form may be a part): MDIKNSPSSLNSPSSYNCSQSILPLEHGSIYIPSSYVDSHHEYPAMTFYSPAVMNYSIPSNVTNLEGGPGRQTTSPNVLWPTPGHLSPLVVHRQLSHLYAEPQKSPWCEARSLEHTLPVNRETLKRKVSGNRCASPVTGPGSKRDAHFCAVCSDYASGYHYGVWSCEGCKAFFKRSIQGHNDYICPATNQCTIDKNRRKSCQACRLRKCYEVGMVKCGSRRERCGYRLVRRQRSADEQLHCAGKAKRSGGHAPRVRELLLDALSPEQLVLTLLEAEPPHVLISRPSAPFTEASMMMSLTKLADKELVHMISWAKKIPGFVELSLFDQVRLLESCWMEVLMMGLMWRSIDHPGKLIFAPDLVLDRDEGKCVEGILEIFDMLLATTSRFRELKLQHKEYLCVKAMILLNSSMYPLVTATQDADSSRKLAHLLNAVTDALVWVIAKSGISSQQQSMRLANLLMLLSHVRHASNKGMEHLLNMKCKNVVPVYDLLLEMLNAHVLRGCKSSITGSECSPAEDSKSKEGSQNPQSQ
Ecoli WT expand: growth inhibitors of wild-type E. coli, primary screen, strain BW25113, expanded library, OD600. OD600 absorbance. growth inhibition, % at 100 µM. 0.15% of 98,000 active. AID 710, 2007;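 active = growth inhibition above about 50% at one test dose, limit read from the data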;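 note: growth measured after 20 h incubation at 37 °C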
FAK inh: FAK kinase inhibitors, primary screen, biochemical. Focal adhesion kinase 1 (Homo sapiens), Q05397. biochemical FAK kinase activity assay. inhibition, %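 (tested at 7 µM)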. 0.84% of 97,000 active. AID 727, 2007; in the data active = inhibition above about 19%;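 note: 0% = DMSO and 100% = reference compound high control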
ERa coact inh: ERα–SRC-1 coactivator interaction inhibitors, primary screen, biochemical, TR-FRET, ERα LBD, estradiol-bound | Estrogen receptor (Homo sapiens), P03372 | TR-FRET ER-alpha LBD / SRC-1 peptide | inhibition, % at 25.6 µM | 1.7% of 86,000 active | AID 629, 2007; in the data active = inhibition above about 50%;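 note: 0% = receptor plus peptide control and 100% = peptide only without receptor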
ERa SRC1 pot: enhancers of ERα–SRC-1 coactivator binding, primary screen, biochemical, TR-FRET, ERα LBD, low estradiol | coactivator binding (% of control), % at 25.6 µM | TR-FRET ERalpha-LBD/SRC-Cy5 coactivator binding, 2 h; 100 = basal binding, no effect | Estrogen receptor (Homo sapiens), P03372 | 1.3% of 86,000 active; in the data active = activity above about 200%;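 note: binding measured in presence of low estradiol as agonist stimulus; 0% = peptide alone without receptor and 100% = receptor with peptide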
Numbers without * were called inactive; nt = not tested or not shown; [ ] = remark or other dose.

SMILES	Mac1 fbg enh	MT1-MMP txn act	CD11b adhes inh	PLAP activator	ERb coact inh	Ecoli WT expand	FAK inh	ERa coact inh	ERa SRC1 pot
Cc1ccc(S(=O)(=O)N2CC3(C)CN(S(=O)(=O)c4ccc(C)cc4)CC(C)(C2)C3O)cc1 (stereo unspecified)	-4	1.1	-8	1.1	13	-18	nt	18	145[fluorescence artefact?]
Cn1c(=O)c2cnc(N3CCOCC3)nc2n(C)c1=O	1	1.3	-3	1	0	nt	nt	3	116[fluorescence artefact?]
c1ccc(CSc2nncn2-c2ccccn2)cc1	1	1.1	0	0.8	-4	0	4	2	107
COc1ccccc1NC(=O)Oc1ccc(C(C)=O)cc1	nt	1.2	nt	0.9	-11	4	3	-12	109
O=C(O)CC(=O)Nc1cc(Cl)ccc1O	-5	1.1	-1	1	24	1	1	12	66
COc1ccc(CCN2C(=O)C3C4CC(C5C(C(=O)O)=NOC45)C3C2=O)cc1OC (stereo unspecified)	-1	nt	11	1	-6	-4	0	3	168
O=C(C1=C(O)C(=O)N(Cc2ccccc2)C1c1cccnc1)c1ccco1 (stereo unspecified)	nt	1	nt	nt	-1	nt	0	0	99
COC(=O)C(C(=O)NCC1CCCO1)C1CCCC1 (stereo unspecified)	-2	1	-8	1.1	-5	-5	0	2	95
Cc1ccc(Cl)cc1NC(=O)N[C@@H](C)C(=O)O	4	nt	-11	1	nt	0	-2	nt	nt
CN1CCC(=NNC(=O)C(=O)NCc2ccccc2)CC1	-4	nt	-21	0.9	nt	2	-10	nt	nt
O=S(=O)(C=C(c1ccccc1)c1ccccc1)c1ccccc1	3	nt	6	1	nt	-4	-1	nt	nt
Cc1ccc(C(=O)N2CCN(c3ccc(Cl)cc3)CC2)cc1	-3	1.1	16	0.8	-3	5	0	-9	92
O=C(c1cccc(F)c1)N1CCN(CC2CC3C=CC2C3)CC1 (stereo unspecified)	-2	1	-6	1.5	-18	-3	0	-23	130
O=c1c2ccccc2c(C=NCCCN2CCOCC2)c(O)n1Cc1ccccc1	3	1.1	27	1.5	2	0	-1	4	111
CCCC(=O)NC(=S)Nc1ccc(Cl)cn1	-3	nt	-12	1	nt	1	2	nt	nt
CC(=O)c1cc(-c2ccccc2)[nH]c1N1CCCC1	-2	1.2	-6	1	-5[fluorescence artefact?]	4	4	1[fluorescence artefact?]	100
COCCNC(=O)CSc1nc2nc(C)cc(C)n2n1	-4	1.2	-7	1	-10	-8	5	-15	129
Cc1c(C(=O)OC2CCCC2)[nH]c2c1C(=O)CC(c1ccco1)C2 (stereo unspecified)	-2	0.4	13	1.3	18	-1	nt	13	150
O=C(Nc1nnc(-c2ccccc2F)s1)C1CCCO1 (stereo unspecified)	nt	1.8	nt	nt	33	nt	3	7	58[fluorescence artefact?]
CCc1c(C)c2ccc(O)c(CN(C)C)c2oc1=O	-2	1.2	14	1.4	3	5	-2	-3	126
O=C(Nc1nnc(Cc2ccccc2)s1)c1cccs1	-2	1.3	-9	0.8	-9	-8	-7	-4	114
COc1cccc(N2C(=O)C3CCCN3C2c2ccc(F)cc2)c1 (stereo unspecified)	3	1	11	1.1	-20	-12	0	-5	115[fluorescence artefact?]
CCOc1ccc(Nc2nc(Cc3nnc(SCC(=O)NCc4ccco4)n3CC)cs2)cc1	-4	1.2	23	1.3	16	-4	5	24	91
O=C(NC(CSCc1ccccc1)C(=O)N/N=C/c1ccc(O)cc1O)c1ccc([N+](=O)[O-])cc1 (stereo unspecified)	3	0.7	2	2.7*	14	12	1	15	105[fluorescence artefact?]
Cc1nc(N2CCN(C(=O)COc3ccccc3)CC2)c2c(C)c(C)sc2n1	-3	1	69	1.7	-5	3	1	20	93
CCN(CC)C(=O)CN1CCN(c2ncccn2)CC1	2	0.9	6	1	-5	3	-1	-11	144
CCCCNC(=O)CSc1nc2ccccc2c(=O)n1Cc1ccc2c(c1)OCO2	nt	1.3	nt	0.8	2	-6	1	14[fluorescence artefact?]	96[fluorescence artefact?]
O=C(NCC1CCCO1)c1nnc(Cc2ccc(F)cc2)o1 (stereo unspecified)	nt	1	nt	nt	-3	nt	nt	-3	129
CCOc1ccc(-c2nnn(CC(=O)c3ccc4c(c3)OCCO4)n2)cc1	0	1.1	15	1.1	-21[fluorescence artefact?]	-5	-6	-11[fluorescence artefact?]	213*
COc1ccc(N2CCN(C(=O)CCNS(=O)(=O)c3ccc4c(c3)CCC(=O)N4)CC2)cc1	nt	1.1	nt	nt	-7	-10	nt	-4	122

The closing 5 entries of the section before lead into the next.
SMILES	Mac1 fbg enh	MT1-MMP txn act	CD11b adhes inh	PLAP activator	ERb coact inh	Ecoli WT expand	FAK inh	ERa coact inh	ERa SRC1 pot
CCN(CC)C(=O)CN1CCN(c2ncccn2)CC1	2	0.9	6	1	-5	3	-1	-11	144
CCCCNC(=O)CSc1nc2ccccc2c(=O)n1Cc1ccc2c(c1)OCO2	nt	1.3	nt	0.8	2	-6	1	14[fluorescence artefact?]	96[fluorescence artefact?]
O=C(NCC1CCCO1)c1nnc(Cc2ccc(F)cc2)o1 (stereo unspecified)	nt	1	nt	nt	-3	nt	nt	-3	129
CCOc1ccc(-c2nnn(CC(=O)c3ccc4c(c3)OCCO4)n2)cc1	0	1.1	15	1.1	-21[fluorescence artefact?]	-5	-6	-11[fluorescence artefact?]	213*
COc1ccc(N2CCN(C(=O)CCNS(=O)(=O)c3ccc4c(c3)CCC(=O)N4)CC2)cc1	nt	1.1	nt	nt	-7	-10	nt	-4	122
CCc1c(C)nc2ncnn2c1Nc1ccc(C(C)=O)cc1	-4	1.4	6	0.9	-11	0	-2	2	89
CCN(CC)S(=O)(=O)c1cccc(-c2nnc(SC(C)C(N)=O)n2CCc2ccccc2)c1 (stereo unspecified)	-2	nt	-41	1.6	-6	5	0	2	110
Cc1c(C(N)=O)sc2nc(-c3ccccc3)cn12	1	1.6	1	1	-8	8	2	-61	116
O=C(NCc1cccs1)c1nc2c(nnn2Cc2ccc(F)cc2)c(=O)[nH]1	nt	1.1	nt	nt	-5	-22	-1	-5	125
CCOC(=O)C1CCN(C(=O)C2CC(=O)N(c3ccc(C)cc3)C2)CC1 (stereo unspecified)	4	1.1	-16	0.9	2	6	-2	-6	99
Cc1noc(C)c1COc1cccc(C(=O)OCC(=O)N2CC(=O)Nc3ccccc32)c1	nt	0.9	nt	0.9	-3	-4	1	0	107
CCc1cc2c(Sc3nc4ccccc4s3)ncnc2s1	-1	nt	0	1	nt	-9	3	nt	nt
Cc1cccc(-c2nnc(SCC(=O)Nc3nc4c(s3)CCCC4)n2C)c1	nt	1.1	nt	nt	7[fluorescence artefact?]	nt	1	17	87[fluorescence artefact?]
Cc1cc(C(F)F)n2nc(C(=O)Nc3ccc(S(=O)(=O)NC45CC6CC(CC(C6)C4)C5)cc3)nc2n1	-2	1.1	-4	1.7	11[fluorescence artefact?]	2	0	17[fluorescence artefact?]	106
COc1ccc(-c2nnc(SCCOc3cccc(C)c3)n2N)cc1	0	1.2	5	0.7	-3	-4	4	-1	124
COc1ccc(-c2[nH]ncc2/C=C(/C#N)C(=O)NC2CCCCC2)cc1	-1	nt	-62	1.8	nt	-12	4	nt	nt
C=CCNC(=S)NNC(=O)c1cccn(Cc2ccc(Cl)c(Cl)c2)c1=O	0	nt	16	1	nt	-10	-4	nt	nt
CC12CC(NC(=O)N1c1cccc(C(=O)Nc3ncn[nH]3)c1)c1ccccc1O2 (stereo unspecified)	0	nt	-5	1.2	-1	3	0	-2	94
CCOC(=O)N1CCN(S(=O)(=O)c2cc(Br)cnc2N)CC1	-5	1	-14	1.1	-6	-10	-2	-4	108
Cc1ccc(CCNC(=O)C2CCCN(c3nc4ccccc4o3)C2)cc1 (stereo unspecified)	4	1.1	-2	1	-2	3	-1	-1	115
CCn1c(=N)n(CC(=O)C23CC4CC(CC(C4)C2)C3)c2ccccc21	-1	1	-18	1.2	-2[fluorescence artefact?]	17	nt	8[fluorescence artefact?]	77
CC(NS(=O)(=O)c1ccc(Cl)cc1)C(=O)NCc1ccco1 (stereo unspecified)	4	1.1	-42	1.2	34	10	0	23	61[fluorescence artefact?]
CCOC(=O)CNC(=O)CSc1ncnc2c1cnn2-c1ccc(OC)cc1	1	0.6	30	1.1	3	-10	-1	4	120[fluorescence artefact?]
COC(=O)c1c(NC(=O)CN2CCOCC2)sc2c1CCC(C)C2 (stereo unspecified)	-2	1.5	1	0.9	-1	-10	-5	2	97
COc1ccc(Cn2c(SCc3ccc(C)cc3)nc3cc(OC)c(OC)cc3c2=N)cc1Cl	-2	nt	56	1.7	nt	-6	-2	nt	nt
O=S(=O)(Nc1ccc2oc(-c3ccccc3)nc2c1)c1ccccc1	0	1.2	-10	1.3	2	-4	6	3	83[fluorescence artefact?]
CCC(=O)Nc1ccc(S(=O)(=O)Nc2cccc(C)c2)cc1OC	0	1	7	1	-8	3	2	-7	94
NC(=O)NC(Cc1ccccc1)C(=O)O (stereo unspecified)	1	1.2	11	0.9	-6[fluorescence artefact?]	nt	nt	2[fluorescence artefact?]	113
O=C(Oc1oc(-c2ccco2)nc1C=Nc1ccccc1)c1ccoc1	-3	1.1	-7	1.4	2	3	nt	9	95
CCOC(=O)/C=C1\SCC(=O)N1Cc1nnc(-c2ccccc2Br)o1	74	1	-4	0.9	42	-6	7	59*[fluorescence artefact?]	59[fluorescence artefact?]
COc1cc2nc(SCc3c(C)noc3C)n(CCC3=CCCCC3)c(=O)c2cc1OC	2	1.2	11	1.4	0	-3	5	-11	113
CNC(=O)c1c(C)nc(SCC(=O)NCc2ccc(OC)cc2)c(C#N)c1-c1ccco1	-2	1	-13	0.9	-9	-4	2	-1[fluorescence artefact?]	120
CN(CC(=O)NCc1ccccn1)S(=O)(=O)c1ccc(Cl)cc1	12	1.1	13	0.9	10	7	nt	0	88
CC(/C=N/n1cnnc1)=C\c1ccccc1	-2	1.1	12	1.1	-20	-2	0	-13	97
Brc1ccc(N=C/C=C/C=C/Nc2ccc(Br)cc2)cc1	nt	1.2	nt	1	2	5	-4	-3	118[fluorescence artefact?]
COCCNC(=O)c1cc(-c2ccc(OC)c(OC)c2)on1	nt	1.1	nt	1.1	3	2	-4	-2	125
CCOc1cc2c3c(c1)C1(Nc4ccccc4S1)C(=O)N3C(C)(C)CC2C (stereo unspecified)	1	1.2	1	1.7	-3	-5	14	1	95
O=C1c2ccccc2C(=O)N1C/C=C/c1ccccc1	nt	1.1	nt	0.8	-1	5	2	-4	92
Cc1ccc(NC(=O)CN2CC(C)SC2=NC2CCCCC2)cc1 (stereo unspecified)	0	0.1	-24	1.5	-13[fluorescence artefact?]	7	-1	-8	121
Cc1ccc(-c2cc3nc(-c4ccccc4)cc(N4CCC5(CC4)OCCO5)n3n2)cc1	nt	1.3	nt	nt	9[fluorescence artefact?]	nt	-1	-12[fluorescence artefact?]	284*[fluorescence artefact?]
Cc1ccc(-c2noc(CCC(=O)NC3CCCc4ccccc43)n2)cc1 (stereo unspecified)	3	1.2	-12	1	-4[fluorescence artefact?]	-22	nt	-10	108
CCOc1ccc(N(CC(=O)NCC2CCCO2)S(=O)(=O)c2ccc(SC)cc2)cc1 (stereo unspecified)	-3	1.2	13	1.8	0	3	7	7	76
Cc1ccc(-n2c3c(c(=O)[nH]c2=O)C(C(F)(F)F)(C(F)(F)F)NC(=O)N3)cc1	nt	1.2	nt	1.1	-13	-3	9	0	107
